HT1080-NT tox = kills 2HG-producing HT-1080-NT fibrosarcoma cells; HT-1080-NT fibrosarcoma viability, CellTiter-Glo ATP luminescence, 48 h; Potency, µM (highest dose often 46.1 µM), for the others: top-dose activity, negative = less viability, most hits filed as cytotoxic; actives 1.6% (n = 360,000);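 further: NT is the 2HG producing partner of a matched IDH1 knockdown line; 0% = DMSO-treated cells and -100% = media-only wells without cells; nearly all actives have a fitted effect of over 55% in size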
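HT-1080-NT; 750 cells/well; 5% FBS RPMI; 48 h compound, 37 degrees C; CellTiter-Glo luminescence; curve fitting and curve-class assignment.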
KB-3-1 cytotox = KB-3-1 parental cell cytotoxicity | KB-3-1 viability, CellTiter-Glo ATP luminescence, 72 h | actives 1.4% (n = 400,000) | Potency, µM (highest dose often 46.1 µM), for inactives: top-dose activity change, negative = cytotoxic, hits mostly cytotoxic; further: on the % scale 0 is the no-effect control and ±100 the full control effect; nearly all actives have a fitted effect of over 60% in size
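72 h, 37 °C compound treatment of KB-3-1 parental cells; CellTiter-Glo added, 10 min, luminescence read. Data corrected against DMSO-only plates and normalized before curve fitting.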
HT1080 IDH1KD tx = toxicity to HT-1080 IDH1 knockdown cells (counter line). HT-1080 IDH1 knockdown viability, ATP luminescence, 48 h. Potency, µM (series often up to 46.1 µM), without a hit: top-dose activity, negative = toxicity, actives largely listed as cytotoxic. actives 2% (n = 360,000). AID 686971;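 further: 0% = DMSO wells and -100% = cell-free medium wells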
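HT-1080-IDH1KD cells (IDH1 knocked down), 750/well in RPMI with 5% FBS, treated with compound 48 h at 37 degrees C. Viability by CellTiter-Glo luminescence, normalised to DMSO and no-cell wells; concentration-response curves classed.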
SW480 rerep = induces DNA re-replication in SW480 colon adenocarcinoma cells; actives 1.8% (n = 340,000); SW480 DNA re-replication, Hoechst DNA content imaging, 48 h; AID 624297; Potency, µM (doses to about 46.1 µM), without a hit: at the top dose re-replication activation, most hits filed as activators; further: % of control where 0% means no effect; nearly all actives have a fitted effect of over 55% in size
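Image-based DNA-content assay: after two days of treatment, nuclei were labelled with the DNA dye Hoechst and imaged, and hits were compounds raising the count of nuclei showing high fluorescence intensity.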
GLP1R ag = GLP-1 receptor (human) agonism; P43220; HEK293 GLP-1R CRE-luciferase, luminescence, 4-6 h; cells express a hypersensitive GLP-1R form; Potency, µM (top dose mostly 45.6 µM), for inactives: at the top dose activation, hits mostly activators; actives 0.007% (n = 380,000); AID 624172; further: % of control where 0% means no effect
Target sequence (P43220 whole entry, looked up): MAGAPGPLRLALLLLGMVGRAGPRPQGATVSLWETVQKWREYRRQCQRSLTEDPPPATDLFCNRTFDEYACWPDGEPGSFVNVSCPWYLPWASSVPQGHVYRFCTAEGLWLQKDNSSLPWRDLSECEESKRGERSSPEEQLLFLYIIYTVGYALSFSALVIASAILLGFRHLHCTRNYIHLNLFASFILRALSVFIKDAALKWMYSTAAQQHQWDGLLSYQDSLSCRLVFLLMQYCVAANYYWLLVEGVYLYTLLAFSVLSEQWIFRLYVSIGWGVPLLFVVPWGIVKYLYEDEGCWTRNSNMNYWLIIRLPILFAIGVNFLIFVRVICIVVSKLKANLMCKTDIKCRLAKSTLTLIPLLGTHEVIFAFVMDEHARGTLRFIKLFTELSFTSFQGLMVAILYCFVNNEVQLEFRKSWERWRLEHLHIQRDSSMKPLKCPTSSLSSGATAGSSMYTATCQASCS
GLP1R inv ag = GLP-1 receptor (human) inverse agonism; HEK293 GLP-1R CRE-luciferase, luminescence, 24 h; GLP-1R form is constitutively active; Potency, µM (top dose mostly 38.3 µM), without a hit: at the highest dose activity change, negative = inhibition, actives largely listed as inhibitors; actives 1.6% (n = 410,000); further: on the % scale 0 is the no-effect control and ±100 the full control effect; nearly all actives have a fitted effect of over 55% in size
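Inverse agonists were sought by their lowering of basal cAMP reporter luciferase output in HEK293 cells stably carrying constitutively active human GLP-1R, after 24 h compound treatment.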
GLP1R cytotox = cytotoxic in the GLP-1 receptor inverse agonist counter-screen. HEK293 cAMP-luciferase reporter cells, luminescence, 24 h. Potency, µM (series often up to 38.3 µM), without a hit: at the top dose activity change, negative = inhibition, most hits filed as inhibitors. actives 0.13% (n = 410,000). AID 624418;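 further: loss of luciferase light is scored as toxicity; on the % scale 0 is the no-effect control and ±100 the full control effect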
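Cells in DMEM/10% Nu serum/1% pen-strep, 1536-well format. Pre-incubated 12 h, dosed with 23 nL compound, incubated a further 24 h. Luciferase detection, 12 min at room temp, luminescence.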
KB-V1 cytotox = KB-V1 MDR subline cytotoxicity; KB-V1 MDR cells viability, CellTiter-Glo, 72 h; Potency, µM (titrated, usually from 46.1 µM), inactives show at the highest dose activity change, negative = cytotoxicity, usual class: cytotoxic; actives 3.4% (n = 400,000); AID 1347076; further: on the % scale 0 is the no-effect control and ±100 the full control effect; nearly all actives have a fitted effect of over 60% in size
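Cytotoxicity toward P-gp-expressing KB-V1 cells was determined as loss of CellTiter-Glo luminescence after 72 h at 37 degrees C. Compounds were tested in quantitative HTS format across a concentration range, with curves fitted to normalized data.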
TDP43 rescue = rescues yeast growth from TDP-43 toxicity | TDP-43 expressing yeast growth rescue, BacTiter-Glo, 24 h | Potency, µM (titrated, usually from 46.1 µM), inactives show top-dose growth rescue (activation), actives largely listed as activators | actives 1.8% (n = 410,000) | AID 652104; further: % of control where 0% means no effect; nearly all actives have a fitted effect of over 50% in size
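Growth rescue of TDP-43-toxic yeast measured as ATP luminescence (BacTiter-Glo). Cells grown to mid-log in raffinose, induced in galactose at OD600=0.02, exposed to compound 24 hr at 30 deg C.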
* hit, by the source's call; ? = inconclusive; . = no result given; [ ] = another dose, or the depositor's remark. The call rests on the fitted dose curve; in most records, active means well fitted curve in the direction sought with a large enough effect; inconclusive means small, poorly fitted or top-dose-only effect, or another doubt; inactive means no such curve, though single readings can be large; an effect the other way counts as inactive or inconclusive. Potency means the concentration at half of the fitted maximal effect.

Field names – A = HT1080-NT tox; B = KB-3-1 cytotox; C = HT1080 IDH1KD tx; D = SW480 rerep; E = GLP1R ag; F = GLP1R inv ag; G = GLP1R cytotox; H = KB-V1 cytotox; I = TDP43 rescue
structure: O=C(O)C1C=Cc2ccccc2N1C(=O)c1ccccc1 (stereo not given) (tested in a mixture with another compound)
  A: -2% | B: -2% | C: -2% | D: -5% | E: 6% | F: 18% | G: 60%[activator] | H: -7% | I: 22%
structure: COC(=O)C1=C(C)N=c2s/c(=C/c3ccoc3)c(=O)n2C1c1ccccc1 (stereo not given)
  A: -1% | B: -10% | C: -2% | D: 1% | E: -14% | F: ? | G: 3% | H: ? | I: -3%
structure: Cn1c(CO)cnc1SCc1ccccc1
  A: 2% | B: 12% | C: 9% | D: -6% | E: -1% | F: 2% | G: -9% | H: 51% | I: 5%
structure: Nc1ccc2nc(-c3ccc(O)cc3)sc2c1
  A: . | B: ? | C: . | D: . | E: . | F: ? | G: 2% | H: -25% | I: -7%
structure: COc1ccccc1CNC(=O)COC(=O)c1ccncc1
  A: 0% | B: 25% | C: 14% | D: -2% | E: 0% | F: 7% | G: -1% | H: 6% | I: 7%
structure: O=C(O)CC(C(=O)NCc1ccccc1)C1CCCO1 (stereo not given)
  A: 5% | B: 1% | C: 7% | D: -4% | E: 1% | F: -4% | G: -3% | H: ? | I: -6%
structure: COc1ccc(CCNc2nc3c(c(=O)n(C)c(=O)n3C)n2Cc2ccc(F)cc2)cc1OC
  A: . | B: 18µM* | C: . | D: . | E: . | F: -19% | G: -3% | H: 2.1µM* | I: 16%
structure: CN1CCN(C(=O)C2=C[C@@H](c3ccccc3)C[C@@H](OCCCCO)O2)CC1
  A: 2% | B: 12% | C: -1% | D: ? | E: 0% | F: 14% | G: 9% | H: 15% | I: -7%
structure: CCOC(=O)c1cccc(NC(=O)/C=C/c2cccc([N+](=O)[O-])c2)c1
  A: 17% | B: 8% | C: 19% | D: -11% | E: -13% | F: 6% | G: 3% | H: 2% | I: -7%
structure: CN(C)S(=O)(=O)c1cccc(NC(=O)COC(=O)CCC(=O)c2ccc(F)cc2)c1
  A: 1% | B: 9% | C: 3% | D: -1% | E: 4% | F: 10% | G: -6% | H: 25% | I: -4%[9.22 µM]
structure: CCc1ccc(CCC(=O)N2CCN(S(=O)(=O)c3ccc(Br)cc3)CC2)cc1
  A: -16% | B: -6% | C: -22% | D: . | E: 1% | F: ? | G: -9% | H: ? | I: 0%
structure: CC1CCc2c(sc3ncnc(N4CCOCC4)c23)C1 (stereo not given)
  A: ? | B: -28% | C: ? | D: 0% | E: 16% | F: -4% | G: 7% | H: 15µM* | I: ?
structure: CCC(C(=O)Nc1c(C)cc(C)cc1C)N1CCCCCC1 (stereo not given)
  A: 0% | B: -16% | C: -2% | D: 2% | E: -4% | F: -1% | G: 3% | H: -14% | I: -15%
structure: Cc1ncc([N+](=O)[O-])n1Cc1cccc2ccccc12
  A: -15% | B: -4% | C: -11% | D: 2% | E: 1% | F: ? | G: 1% | H: -6% | I: 16%
structure: O=C(O)c1ccc2c(c1)nnn2C1CCCCC1
  A: -2% | B: 16% | C: -1% | D: -3% | E: -6% | F: -1% | G: 8% | H: 3% | I: ?
structure: C[C@H](CO)N1C[C@H](C)[C@@H](CN(C)C(=O)Nc2ccc(C(F)(F)F)cc2)Oc2ccc(NC(=O)NC3CCCCC3)cc2C1=O
  A: -1% | B: 4% | C: -11% | D: -7% | E: -4% | F: -18% | G: -1% | H: 0% | I: 13%
structure: COc1ccc(C(=O)Nc2onc3c2CCCC3)cc1
  A: . | B: 1% | C: . | D: . | E: . | F: 11µM* | G: -7% | H: -22% | I: ?
structure: Cn1cc([N+](=O)[O-])c(C(=O)N/N=C/c2ccc([N+](=O)[O-])cc2)n1
  A: 9% | B: 20% | C: -3% | D: . | E: -7% | F: 3% | G: 3% | H: 6% | I: 3%
structure: Cc1ccc2c(c1)N(CC(=O)NCCCN1C(C)CCCC1C)C(=O)c1cccnc1O2 (stereo not given)
  A: 1% | B: -5% | C: 4% | D: 17% | E: -3% | F: -3% | G: 2% | H: 9% | I: -6%
structure: O=C(NCC(c1ccco1)N1CCN(c2ccccc2F)CC1)C1CCCCC1 (stereo not given)
  A: 12% | B: 6% | C: 10% | D: -1% | E: -5% | F: ? | G: -2% | H: -9% | I: -6%
structure: CCCNC(=O)NC(C)C12CC3CC(CC(C3)C1)C2 (stereo not given)
  A: 6% | B: -6% | C: 2% | D: -2% | E: 0% | F: -35% | G: 5% | H: 1% | I: 0%
structure: COc1ccc(C(=O)Nc2cccc(/C(C)=N/NC(=O)c3ccc([N+](=O)[O-])c(C)c3)c2)cc1OC
  A: 0% | B: ? | C: 4% | D: -8% | E: -1% | F: 8% | G: -27% | H: 0% | I: -5%
structure: O=C(Cc1ccccc1)Nc1cc(C(=O)c2ccccc2)ccc1N1CCOCC1
  A: -3% | B: 2% | C: -2% | D: 1% | E: 17% | F: ? | G: -3% | H: ? | I: 13µM*
structure: CC(C)(OC(=O)NC(=O)C(F)(F)F)C(C)(C)OC(=O)NC(=O)C(F)(F)F
  A: -1% | B: -5% | C: 16% | D: 2% | E: 2% | F: -2% | G: 0% | H: -7% | I: 7%
structure: CCOC(=O)N1CCC(NC(=O)C2CCC(Cn3c(=O)[nH]c4ccccc4c3=O)CC2)CC1 (stereo not given)
  A: -3% | B: -7% | C: -1% | D: 0% | E: -5% | F: -28% | G: 5% | H: 5% | I: 13%

No new results follow: 2 of the compounds above.
Field names – A = HT1080-NT tox; B = KB-3-1 cytotox; C = HT1080 IDH1KD tx; D = SW480 rerep; E = GLP1R ag; F = GLP1R inv ag; G = GLP1R cytotox; H = KB-V1 cytotox; I = TDP43 rescue
structure: O=C(O)C1C=Cc2ccccc2N1C(=O)c1ccccc1 (stereo not given) (tested in a mixture with another compound)
  A: -2% | B: -2% | C: -2% | D: -5% | E: 6% | F: 18% | G: 60%[activator] | H: -7% | I: 22%
structure: COC(=O)C1=C(C)N=c2s/c(=C/c3ccoc3)c(=O)n2C1c1ccccc1 (stereo not given)
  A: -1% | B: -10% | C: -2% | D: 1% | E: -14% | F: ? | G: 3% | H: ? | I: -3%

(more compounds)
Field names – A = HT1080-NT tox; B = KB-3-1 cytotox; C = HT1080 IDH1KD tx; D = SW480 rerep; E = GLP1R ag; F = GLP1R inv ag; G = GLP1R cytotox; H = KB-V1 cytotox; I = TDP43 rescue
structure: O=C(CCC(=O)Nc1ccccc1)NNC(=O)CCc1ccccc1
  A: -20% | B: 3% | C: -15% | D: -15% | E: 2% | F: -12% | G: -3% | H: 15% | I: -13%
structure: O=C(CN1CCOCC1)Nc1ccccc1C(=O)O
  A: 2% | B: -5% | C: 14%[9.24 µM] | D: 18% | E: -3% | F: -5% | G: 43%[activator] | H: 8% | I: -22%
structure: CC(C)(C)C(=O)OC/C(N)=N/OC(=O)c1ccc(Cl)cc1
  A: 19% | B: 1% | C: 6% | D: -59%[inhibitor] | E: 21% | F: 1% | G: 35%[activator] | H: 7% | I: ?
structure: CCCOc1ccc(N2C(=O)C3C(C(C)C)NC4(C(=O)c5ccccc5C4=O)C3C2=O)cc1 (stereo not given)
  A: 11% | B: 29% | C: -3% | D: -6% | E: -9% | F: 0% | G: 4% | H: 5% | I: -10%
structure: COC(=O)c1ccc(CSc2nnnn2C)o1
  A: 17% | B: 7% | C: 23% | D: -9% | E: -8% | F: -3% | G: 15% | H: 12% | I: 21%
structure: CC(=O)c1cccc(N(C(=O)c2csnn2)C(C(=O)NC2CCCC2)c2ccccc2)c1 (stereo not given)
  A: 17% | B: -4% | C: 8% | D: -9% | E: 9% | F: ? | G: -5% | H: -2% | I: -14%
structure: CCCCc1c(C)nc2ccccc2c1SCCC(=O)O
  A: -15% | B: -1% | C: -4% | D: ? | E: -6% | F: 6% | G: 0% | H: 16% | I: -1%
structure: O=C(c1cccc(S(=O)(=O)N2CCOCC2)c1)N1CCN(c2ccc(F)cc2)CC1
  A: 5%[9.24 µM] | B: 0% | C: -3% | D: 1% | E: 13% | F: 0% | G: -5% | H: -28% | I: -9%
structure: O=C(O)C1CCN1C1CCCCC1 (stereo not given)
  A: 3% | B: -1% | C: 0% | D: -5% | E: 0% | F: 4% | G: 18% | H: 44% | I: -8%
structure: COc1ccccc1-n1c([S-])c(C(=O)Nc2ccccc2C(F)(F)F)[n+]2ccc(C(=O)NCCO)cc12
  A: -15% | B: 0% | C: -21% | D: 7% | E: 10% | F: ? | G: 14% | H: 0% | I: 0%
structure: CCOC(=O)Cc1nnc(Nc2cc(C)ccc2C)c2ccccc12
  A: -1% | B: 0% | C: 11% | D: -4% | E: 13% | F: ? | G: 17% | H: 1% | I: -16%[0.397 µM]
structure: O=C(COC(=O)c1cnccn1)Nc1cccc(F)c1
  A: 10% | B: 12% | C: 5% | D: 0% | E: -1% | F: 8% | G: 1% | H: 16% | I: 11%
structure: O=S(=O)(c1cc(Cl)ccc1Br)N1CCCCC1
  A: 5%[9.24 µM] | B: 1% | C: -25% | D: -2% | E: 0% | F: 0% | G: 0% | H: -6% | I: 29%
structure: Cc1ccc(-c2noc(-c3ccccc3NC(=O)C3CC(=O)N(c4ccc(C)cc4)C3)n2)cc1 (stereo not given)
  A: . | B: 0% | C: . | D: . | E: . | F: 12% | G: 18% | H: -6% | I: 9%[9.22 µM]
structure: Cc1ccc(C)c(NS(=O)(=O)c2ccc(-n3cccn3)cc2)c1
  A: 2% | B: -16% | C: -23% | D: . | E: 6% | F: ? | G: 1% | H: ? | I: 10%
structure: CC(C)C[C@H]1CN(CCCC[C@@H]2CNC(=O)C(=O)N2CC2CCCCC2)C(=O)C(=O)N1CC1CCCCC1
  A: 18% | B: -30% | C: 7% | D: . | E: 4% | F: 22% | G: 5% | H: ? | I: 16%
structure: CCSc1cc(N2CCCC2)nc(-c2ccc(Cl)cc2)n1
  A: -2% | B: 23% | C: 1% | D: 6% | E: -3% | F: 2% | G: ? | H: 0% | I: 14%
structure: CN(C)c1nc(N)c([N+](=O)[O-])c(NCc2ccccc2)n1
  A: -15% | B: 1% | C: 2% | D: -2% | E: 0% | F: -7% | G: 16% | H: -6% | I: 19%

Bioassay records (PubChem BioAssay)
